Bioassay records: PubChem BioAssay, several laboratories
T cell modulator: modulators of CD8 T cell-vesicle binding, primary screen, mouse 2C CD8+ T cells, flow cytometry. 2C CD8+ T cell-vesicle binding; hits give low values. calls only at 7 µM. 0.068% of 330,000 active. AID 2052, 2009;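 active = response, share of CD8 T cells binding vesicles, and their 90th percentile fluorescence all below set limits, cut at about 80% in these data, passing the limit was not always enough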
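Test system: purified 2C TCR transgenic mouse naive CD8+ T cells. Probe or stimulus: QL9-peptide-loaded Drosophila micro-vesicles bearing Ld, ICAM-1 and B7-1. Incubation: binding step 1.5 h, 37 °C, antibody labelling 20 min, ice. Measured by: flow cytometry of vesicle-bound cells.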
MT stabilize HCS: microtubule stabilizers in HeLa cells, primary screen, imaging, high-content imaging; HeLa tubulin immunostaining HCS, 24 h; share of cells brighter than vehicle mean+2SD; % tubulin-high responders, % at 10 µM; 0.83% of 200,000 active; AID 2205, 2009;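 active = plate Z-score above 3 for both tubulin-high and condensed-nucleus cell shares, with cell loss under 80%, at 10 µM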;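 note: anti alpha tubulin signal scored within the nucleus-defined area of each cell; some results filed as inactive read as strong as hits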
b-catenin transl: modulators of beta-catenin nuclear translocation, primary screen, imaging, HeLa cells, immunofluorescence, high-content. nuclear translocation activity, % at 5 µM. 0.3% of 190,000 active;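 active = nuclear translocation activity above 50% at 5 µM, with a well cell count of 50 or more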;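 note: per-cell ratio of nuclear to cytoplasmic median beta-catenin stain intensity; plate controls were DMSO negative control for no effect and GSK-3 inhibitor IX positive control for full effect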
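Signal – beta-catenin immunofluorescence imaging with DAPI · Test system – human HeLa cell line · Dosing – 5 µM primary single dose, 0.1% DMSO, 0.02–20 µM confirmation series · Measure – % activation, nuclear-to-cytoplasmic median beta-catenin signal ratio per cell · Incubation – 24 h compound exposure at 37°C, 5% CO2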
CSM14.1 death rescue: rescue of cells from ER stress-induced death, primary screen, 384-well, CSM14.1, thapsigargin, ATP luminescence (AID 1222); CSM14.1 thapsigargin-induced death rescue, ATP luminescence; higher % means a stronger effect; one-dose cellular ATP content (survival), % at 20 µM; EC50 in µM for titrated hits; 190,000 tested, under 10 active;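 active = EC50 below 50 µM in the dose-response confirmation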;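 note: death triggered by thapsigargin at about 15 µM added after 2 h compound pretreatment; cell ATP read after overnight thapsigargin exposure of roughly 18 to 22 hours; normalized against plate controls of thapsigargin alone and 5% DMSO vehicle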
Salmonella PhoP GFP: inhibitors of PhoP regulon expression, primary screen, Salmonella Typhimurium, GFP reporter (AID 1863); S. Typhimurium PhoP-regulated promoter GFP reporter, 4 h; higher % means a stronger effect; inhibition, % at 50 µM; hits with a dose series show IC50 in µM; 0.16% of 300,000 active;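 active = inhibition over 29.93%, a cutoff 3 SD above the screen mean, later confirmed by dose response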;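 note: 0% = low Mg2+ inducing control and 100% = high Mg2+ repressing control; strong numbers were not always called active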
Dynein transport: inhibitors of GR-EGFP nuclear translocation, primary screen, dynein cargo transport inhibitor project, imaging, high-content, 3617.4 mouse cells. test concentration mostly 20 µM; stimulated with dexamethasone, 1 µM; hits give low values. z-score, hits read low. 0.47% of 220,000 active. AID 1381, 2008;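 active = plate z-score of nuclear minus cytoplasmic receptor signal below a set negative limit, without overly bright fluorescence or cell loss, cut at about -3.5 in these data, passing the limit was not always enough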;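 note: z-score of nuclear minus cytoplasmic ring GR-EGFP intensity difference per well; some compounds called inactive have numbers as strong as hits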
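medium = tetracycline-free induction medium containing charcoal-stripped FBS | probe or stimulus = dexamethasone, 1.0 µM final | timing = 48 h induction, then 1 h compound, then 30 min agonist, 37 °C | detection = automated 10x imaging of fixed Hoechst-stained cells | read-out basis = nuclear versus cytoplasmic GR-EGFP signal, averaged per well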
Autophagy HCS: autophagy modulators in MEF cells, primary screen, imaging, high-content, MEF GFP-LC3; calls only at 10 µM (by protocol); MEF GFP-LC3 puncta imaging; test concentration mostly 10 µM; 0.98% of 190,000 active;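 active = percentage of spot-positive cells more than 3 SD above its plate mean, without a fluorescence outlier flag or 80% toxicity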;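 note: spot-positive cell cutoff set from DMSO-treated cells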
Ins promoter up: insulin promoter activators in MIN6 cells, imaging, high-content screening, mouse beta cells | 0.3% of 190,000 active | z-score at 5 µM | MIN6 insulin promoter-GFP reporter; hits give high values;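 active = z-score above 3 at 5 µM with at least 500 cells counted in the well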
Lipid droplet: inhibitors of hepatocyte lipid droplet formation, primary screen, imaging, high-throughput imaging, BODIPY stain. AML12 mouse hepatocytes, oleate lipid droplets. inhibition, % at 6.5 µM. 0.4% of 240,000 active;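 active = lipid droplet intensity inhibited by at least 50%, with more than 500 cells counted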
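Assay system: AML12 hepatocytes (mouse) / Also added: 100 µM oleic acid challenge / Times: overnight treatment with compound plus oleate / Detection: high-content imaging of BODIPY-stained droplets and DAPI nuclei / Evaluation: % inhibition of lipid droplet signal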
Dynein transport cytoplasmic EGFP: second read-out of Dynein transport, no call of its own (marks repeat the call); z-score; measured here: cytoplasmic GR-EGFP intensity; hits give high values
Dynein transport nuclear GR-EGFP: also measured in Dynein transport; calls as there; z-score; measured here: nuclear GR-EGFP intensity;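 lower value marks the stronger effect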
Dynein transport cell count: second read-out of Dynein transport, no call of its own (marks repeat the call); z-score; measured here: cell count per field
Ins promoter up cell count: further read-out of Ins promoter up, marked with its call; cell count; measured here: cytotoxicity, nuclei count;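 total cells summed across four imaged fields per well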
Lipid droplet cells 6.5 µM: recorded beside Lipid droplet, whose call it bears; cell count; measured here: cell count, cytotoxicity flag;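 cells counted across two imaged fields per well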
b-catenin transl cell count 5 µM: recorded beside b-catenin transl, whose call it bears; cell count; measured here: cell count, cytotoxicity flag
T cell modulator vesicle-bound %: second read-out of T cell modulator, no call of its own (marks repeat the call); double positive events, %; measured here: CD8+ vesicle-bound cell fraction;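 binding gate set so that unloaded-vesicle control wells show 10% double positive cells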
MT stabilize HCS Hoechst-high %: further read-out of MT stabilize HCS, marked with its call; % Hoechst-high responders; measured here: nuclear condensation Hoechst responders;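 share of cells brighter than vehicle mean plus two SD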
MT stabilize HCS cytotoxicity %: second read-out of MT stabilize HCS, no call of its own (marks repeat the call); toxicity, %; measured here: cytotoxicity by cell density;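 0% = mean cell density of plate MIN control wells and 100% = no cells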
Autophagy HCS cell loss 18 h: second read-out of Autophagy HCS, no call of its own (marks repeat the call); toxicity, %; measured here: cell loss, nuclei count;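 cell loss after 18 h compound exposure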
* = called active by the depositor; i = inactive; / = not tested or not shown.

A first look (2 entries):
Each structure is followed by: Ins promoter up	Dynein transport nuclear GR-EGFP	Salmonella PhoP GFP	Ins promoter up cell count	MT stabilize HCS Hoechst-high %	Dynein transport	b-catenin transl cell count 5 µM	T cell modulator vesicle-bound %	Dynein transport cell count	b-catenin transl	Lipid droplet cells 6.5 µM	Lipid droplet	CSM14.1 death rescue	MT stabilize HCS	Autophagy HCS	T cell modulator	MT stabilize HCS cytotoxicity %	Dynein transport cytoplasmic EGFP	Autophagy HCS cell loss 18 h
Cc1ccc(S(=O)(=O)Nc2ccc3c(c2)nc(CCN2CCCCC2)n3C)cc1
 : -0.16	-0.256	-5.8%	1070	/	-0.442	1339	9.1	0.282	-0.3	707	9.0	/	/	/	i	/	-0.249	/
CCOC(=O)N1CCN(C(=O)C(c2ccccc2)c2ccccc2)CC1
 : -0.19	0.131	-4.1%	1044	2.5	0.304	1140	47.4	0.608	-1.7	/	/	1.1%	3.8	i	i	8.0	-0.276	0.3

The listing (from the top)
Each structure is followed by: Ins promoter up	Dynein transport nuclear GR-EGFP	Salmonella PhoP GFP	Ins promoter up cell count	MT stabilize HCS Hoechst-high %	Dynein transport	b-catenin transl cell count 5 µM	T cell modulator vesicle-bound %	Dynein transport cell count	b-catenin transl	Lipid droplet cells 6.5 µM	Lipid droplet	CSM14.1 death rescue	MT stabilize HCS	Autophagy HCS	T cell modulator	MT stabilize HCS cytotoxicity %	Dynein transport cytoplasmic EGFP	Autophagy HCS cell loss 18 h
Cc1ccc(S(=O)(=O)Nc2ccc3c(c2)nc(CCN2CCCCC2)n3C)cc1
 : -0.16	-0.256	-5.8%	1070	/	-0.442	1339	9.1	0.282	-0.3	707	9.0	/	/	/	i	/	-0.249	/
CCOC(=O)N1CCN(C(=O)C(c2ccccc2)c2ccccc2)CC1
 : -0.19	0.131	-4.1%	1044	2.5	0.304	1140	47.4	0.608	-1.7	/	/	1.1%	3.8	i	i	8.0	-0.276	0.3
CCC(=O)Nc1cc(C)c(OC)c(C)c1
 : 0.54	-0.251	-0.7%	1632	1.6	-0.619	1049	63.8	0.429	-0.7	677	5.4	-1.7%	4.8	i	i	7.7	-0.195	3.5
COc1ccc(/C=C/C(=O)NCc2cnn(C)c2C)cc1COc1ccc(Br)cc1
 : 2.17	-0.26	-3.5%	1575	1.1	-0.318	1309	23.0	0.472	0.9	/	/	-0.8%	2.6	i	i	9.5	-0.216	-0.1
Cc1ccc(SC(C)C(=O)NCc2ccc(F)cc2)cc1 (stereo unspecified)
 : 0.03	0.295	-0.9%	1603	1.2	-0.435	1068	35.3	0.292	-2.5	707	1.5	0.3%	1.4	i	i	7.3	-0.26	-15.0
O=C(/C=C/c1ccco1)OCn1nnc2ccccc2c1=O
 : -0.15	-0.0912	3.4%	1159	1.5	-0.365	1083	47.0	-0.42	2.4	666	-19.8	-0.7%	3.6	i	i	8.3	-0.187	-1.5
COc1ccc(CC(NC(C)=O)C(=O)NC2CCN(c3c4c(nc5ncnn35)CCC4)CC2)cc1OC (stereo unspecified)
 : -0.2	-0.413	1.8%	900	/	-0.425	1286	10.2	0.616	0.1	629	-1.0	/	/	/	i	/	-0.801	/
CCC(C)C(NC(=O)c1ccccc1NC(=O)c1ccco1)C(=O)O (stereo unspecified)
 : -0.29	-0.0284	2.6%	1453	2.0	0.394	932	38.5	-0.23	-7.9	/	/	-2.5%	1.3	i	i	9.5	-0.189	2.7
CCCN1CCN(C(=S)Nc2sc(CC)cc2C(=O)OC)CC1
 : 0.2	-0.11	-8.7%	1380	2.6	-0.648	1075	20.1	0.617	0.6	661	-17.5	-0.1%	1.9	i	i	0.1	-0.322	16.4
COc1ccc(CN2CCN(S(=O)(=O)c3ccccc3)CC2)cc1Br
 : 0.91	0.23	13.4%	919	1.2	-0.845	1163	52.8	0.293	-5.0	790	-8.7	2.8%	1.3	i	i	5.6	-0.209	0.4
CCN(CC)c1nc(OCCNC(=O)Nc2ccccc2)nc(N(CC)CC)n1
 : 1.13	0.0987	6.0%	825	1.2	-0.237	1167	35.8	0.1	-4.4	755	1.5	-2.7%	2.2	i	i	10.3	0.00805	-3.1
COc1ccc(/C=C2\SC(=O)N(CCC(=O)Nc3ccccc3)C2=O)cc1OC
 : -0.6	0.311	-6.5%	1343	1.5	-0.545	505	37.5	-0.235	0.0	704	3.1	-0.9%	1.9	i	i	6.1	-0.1	0.6
O=S(=O)(Nc1ccc(O)c(Sc2nc3ccccc3s2)c1)c1ccc(F)cc1
 : -0.16	0.505	12.2%	1357	1.5	0.685	1212	5.4	-0.532	-5.4	634	4.1	-1.7%	2.0	i	i	4.9	-0.239	2.4
CC(=O)c1ccc(N2CCN(C(=O)c3cc(-c4ccc5c(c4)OCO5)nc4ccccc34)CC2)cc1
 : -1.53	0.328	-1.6%	1202	1.7	-0.458	/	22.8	2.38	/	757	-4.5	-4.1%	2.4	i	i	12.0	1.24	-1.2
CCOC(=O)NC1c2ccccc2Oc2ccccc21
 : -0.01	-0.269	-7.9%	1059	/	-0.552	1363	46.1	1.4	0.8	557	6.7	/	/	/	i	/	-0.319	/
CCOc1ccccc1N1CCN(C2=C(NS(=O)(=O)c3cccs3)C(=O)c3ccccc3C2=O)CC1
 : -0.18	-0.436	28.1%	964	1.1	-1.11	1083	36.3	1.18	2.4	778	19.7	-0.3%	1.7	i	i	0.0	-0.237	-3.2
O=C(Cc1c[nH]c2ccccc12)Nc1nnc(C2CC2)s1
 : -0.3	-0.477	6.1%	1194	1.9	0.283	1052	54.0	0.231	3.6	701	-15.3	0.1%	4.9	i	i	9.2	-0.277	-8.2
CC(C)CCN=CC1=C(O)CC(c2ccccc2)CC1=O (stereo unspecified)
 : -0.09	-0.201	-10.3%	1365	2.8	-0.686	1155	50.5	0.0775	0.9	679	-12.0	-0.8%	2.9	i	i	0.4	-0.198	9.1
CCc1ccc(NC(=O)c2ccc3nc(N)sc3c2)cc1
 : 1.4	0.0775	25.6%	842	1.2	0.364	1120	44.1	0.292	0.5	703	1.3	-4.3%	3.0	i	i	22.1	-0.176	5.8
c1cc(Nc2ncnc3sc4c(c23)CCC4)ccn1
 : 0.42	0.629	6.4%	1488	2.4	0.311	1308	3.6	-0.259	-0.9	625	1.2	-1.2%	1.7	i	i	12.8	-0.26	15.2
CCn1c(COc2cccc(C)c2)nnc1SCC(=O)Nc1cccc(C(=O)OC)c1
 : 0.32	0.202	6.5%	1246	1.5	-0.104	817	39.8	-0.312	-2.2	/	/	-1.7%	1.6	i	i	5.4	-0.185	31.7
O=C1Nc2ccccc2OC1CC(=O)N1CCOCC1 (stereo unspecified)
 : 0.94	0.0466	-9.5%	723	3.0	-0.263	/	48.9	0.542	/	/	/	0.3%	5.0	i	i	7.6	-0.261	-7.6
CCCCNCC(O)(c1ccc(Cl)cc1)c1ccc(Cl)cc1
 : -1.67	-0.242	-7.4%	1200	2.6	-1.3	1109	23.1	-3.2	-0.3	/	/	-0.4%	5.6	i	i	3.0	0.532	16.7
COc1ccc(C(=O)Nc2nnc(-c3ccccc3)o2)cc1OC
 : -1.14	-0.159	-1.3%	1531	1.9	-0.536	928	51.1	0.41	-4.0	/	/	-1.6%	3.3	i	i	1.0	-0.212	-6.8
CC(=O)c1cccc(S(=O)(=O)NCC2CCCCC2)c1
 : /	0.137	-0.2%	/	3.0	0.514	921	42.7	0.157	-1.1	578	-52.7	-3.5%	4.6	i	i	2.5	-0.288	-7.1
CC(=O)Nc1ccccc1C(=O)C(=O)Nc1cccc(C(=O)NCC2CCCO2)c1 (stereo unspecified)
 : -0.3	0.83	6.4%	1140	2.8	2.38	1089	30.7	-2.61	-4.0	681	0.4	/	5.5	i	i	1.9	0.0289	9.0
Cc1cc2cc(CNC(=O)c3ccc(S(=O)(=O)N4CCOCC4)cc3)ccc2n1C
 : 0.35	-0.264	22.2%	2104	1.5	-0.657	1074	23.7	-0.449	-1.3	620	-2.3	-1.6%	4.1	i	i	5.9	-0.00304	7.6
Nc1cnc(Br)cc1Br
 : 0.37	-0.536	5.2%	1312	3.3	-0.455	539	28.3	0.559	-1.8	732	0.9	0.1%	2.0	i	i	1.3	-0.215	-11.9

Some values from the list:
Nc1cnc(Br)cc1Br – MT stabilize HCS cytotoxicity %: 1.3
CC(C)CCN=CC1=C(O)CC(c2ccccc2)CC1=O (stereo unspecified) – Dynein transport nuclear GR-EGFP: -0.201
COc1ccc(CC(NC(C)=O)C(=O)NC2CCN(c3c4c(nc5ncnn35)CCC4)CC2)cc1OC (stereo unspecified) – Lipid droplet: -1.0

The order is random, and some 3% of all compounds hit somewhere here.
